Bioassay records deposited in PubChem by Sanford-Burnham Center for Chemical Genomics.
CXCR6 block: CXCR6 receptor inhibitors, primary screen, cell-based, beta-arrestin, luminescence, CHO-K1 PathHunter, 1536-well; C-X-C chemokine receptor type 6 (Homo sapiens), O00574; inhibition, % at 20 µM; 360,000 tested, 0.36% active; in the data active means inhibition above about 34%, passing the limit was not always enough;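 further: antagonist mode with CXCL16 agonist at 10 nM final; 0% = 10 nM CXCL16 with DMSO and 100% = unstimulated wells without agonist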
Target sequence (O00574 whole entry, looked up): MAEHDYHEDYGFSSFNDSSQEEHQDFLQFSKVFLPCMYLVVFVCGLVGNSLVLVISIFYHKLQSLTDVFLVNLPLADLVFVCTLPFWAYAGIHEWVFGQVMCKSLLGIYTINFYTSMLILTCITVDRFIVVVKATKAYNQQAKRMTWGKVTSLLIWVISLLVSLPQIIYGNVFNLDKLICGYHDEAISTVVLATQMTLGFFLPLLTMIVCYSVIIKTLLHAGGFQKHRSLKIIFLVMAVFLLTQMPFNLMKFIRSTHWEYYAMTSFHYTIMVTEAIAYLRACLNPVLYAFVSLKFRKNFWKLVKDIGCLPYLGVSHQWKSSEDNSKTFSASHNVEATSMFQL
APJ antagonist: antagonists of human apelin receptor APJ, primary screen, CHO-K1 cells, beta-arrestin complementation, luminescence; P35414; inhibition, % at 20 µM; 330,000 tested, 0.32% active;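 active means inhibition above about 40% at 20 µM, limit read from the data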;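 further: cells challenged with 10 nM apelin-13 agonist together with compound; plate controls were apelin-13 plus DMSO wells for no effect and DMSO wells lacking apelin-13 for full effect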
Target sequence (P35414 whole entry, looked up): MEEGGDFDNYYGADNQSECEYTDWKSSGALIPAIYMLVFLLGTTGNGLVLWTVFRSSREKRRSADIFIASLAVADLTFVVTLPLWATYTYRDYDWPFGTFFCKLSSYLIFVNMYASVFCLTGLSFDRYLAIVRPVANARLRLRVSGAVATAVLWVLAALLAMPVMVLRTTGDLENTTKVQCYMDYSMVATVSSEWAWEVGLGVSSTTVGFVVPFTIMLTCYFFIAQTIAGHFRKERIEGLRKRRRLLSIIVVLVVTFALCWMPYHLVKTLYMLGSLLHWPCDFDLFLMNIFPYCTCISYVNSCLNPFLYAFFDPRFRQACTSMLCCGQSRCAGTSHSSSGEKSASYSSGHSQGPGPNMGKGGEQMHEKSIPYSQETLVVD
UPR CHOP act: activators of apoptotic CHOP UPR arm, primary screen, cell-based, CHO-CHOP luciferase reporter, luminescence, uHTS; UPR activation; percent of tunicamycin response over DMSO baseline; AID 449763, 2010; activation, % at 10 µM; 330,000 tested, 0.34% active;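 active means at 10 µM dose, activation of 40% or more, normalized to positive control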;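 further: 100% = tunicamycin at 10 µg/mL and 0% = DMSO alone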
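System: CHO-CHOP luciferase reporter cell line; amount: 500 cells/well; buffer or medium: F12 medium containing 10% fetal bovine serum; incubation: 6 h compound exposure at 37 °C after overnight seeding; measured by: luciferase luminescence after 10 min with Steady-Glo reagent; evaluation: % reporter activation, DMSO baseline versus tunicamycin full activation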
APJ ag: agonists of human apelin receptor APJ, primary screen, CHO-K1 cells, PathHunter beta-arrestin, luminescence | P35414 | 0% DMSO wells, 100% apelin | activation, % at 20 µM | 330,000 tested, 0.11% active | AID 2520, 2010;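 active means activation more than six SD over the plate average, tested at 20 µM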;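 further: 0% = DMSO alone and 100% = apelin-13 at 10 nM; some results filed as inactive read as strong as hits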
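Material: engineered CHO-K1 APJ arrestin reporter cells; amount: 1000 CHO-K1 reporter cells seeded per well; incubation: compound stimulation 90 min at 25 °C, detection 60 min; signal: luminescent beta-gal fragment complementation, chemiluminescent substrate; read-out basis: APJ agonist activity; controls: DMSO-only wells as negative, 10 nM Apelin-13 as positive control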
TIM10 inh: growth inhibitors of isogenic TIM10 control yeast, primary screen, counter-screen for tim10-1 yeast inhibitor project, luminescence, uHTS; S. cerevisiae TIM10 strain growth, BacTiter-Glo luminescence, 24 h; inhibition, % at 10 µM; 330,000 tested, 1.4% active;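 active means inhibition of 40% or more at the single tested concentration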;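 further: wild-type TIM10 isogenic control strain grown at permissive 25 °C; 0% = DMSO yeast wells and 100% = minimal medium wells without yeast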
UPR XBP1 act: activators of adaptive XBP1 UPR arm, primary screen, cell-based, CHO-XBP1 luciferase reporter, luminescence, uHTS | IRE1-XBP1 UPR activation; percent of tunicamycin response, DMSO as zero | activation, % at 20 µM | 330,000 tested, 0.33% active | AID 463104, 2010;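 active means versus positive control, 20 µM dose yields 30% or more activation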;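 further: 100% = tunicamycin at 10 µg/mL and 0% = DMSO only wells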
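Material: CHO-XBP1 cells stably carrying IRE1-XBP1-driven luciferase reporter / Amount: 1000 cells per well / Compound: 20 µM, 1% DMSO / Times: 6 h treatment, 37 °C / Detection: luciferase luminescence / Measure: % activation of reporter signal versus tunicamycin and DMSO controls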
tim10-1 inh: growth inhibitors of tim10-1 mutant yeast, primary screen, luminescence, uHTS. inhibition, % at 20 µM. 330,000 tested, 2.2% active. AID 463190, 2010. S. cerevisiae tim10-1 ts strain growth, BacTiter-Glo, 24 h;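 active means inhibition of at least 40%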;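 further: mutant grown at 25 °C; 0% = DMSO wells with yeast and 100% = wells holding no yeast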
Mdm2 MdmX PPI: inhibitors of human Mdm2-MdmX association, primary screen, cell-based, luminescence, split luciferase, SaOS-2, uHTS; inhibition, % at 8 µM; 330,000 tested, 3% active; Protein Mdm4 (Homo sapiens) + E3 ubiquitin-protein ligase Mdm2 (Homo sapiens), …; SaOS-2 split-luciferase Mdm2/MdmX complementation;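 active means inhibition of at least 50% at 8 µM in the primary screen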
tim23-1 inh: growth inhibitors of tim23-1 mutant yeast, primary screen, luminescence, uHTS; inhibition, % at 20 µM; S. cerevisiae tim23-1 growth, BacTiter-Glo luminescence, 24 h; AID 463212, 2010; 330,000 tested, 1.3% active;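 active means growth inhibition of the mutant yeast at or above 50%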;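 further: temperature-sensitive mutant grown at 25 °C; plate controls were DMSO-treated mutant yeast for no effect and medium wells lacking yeast for full effect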
Active calls of the source: *; . = no result given. Only part of the results is shown. The share of hits here may be higher or lower than overall.

SMILES	CXCR6 block	APJ antagonist	TIM10 inh	UPR CHOP act	tim10-1 inh	Mdm2 MdmX PPI	tim23-1 inh	UPR XBP1 act	APJ ag
O=C(NCCCN1CCCC1)c1ccc2c(c1)N(Cc1cccc(Cl)c1)C(=O)c1ccccc1S2=O (stereo not drawn)	17	15	7	1.1	-14	53*	-22	-3	-2
Cc1cc(Cl)c(S(=O)(=O)Nc2cc(S(=O)(=O)N3CCOCC3)ccc2F)cc1OCC(N)=O	-2	4	6	-0.9	6	19	5	-1	-3
O=C(Nc1ccccc1)Nc1ccccc1C(=O)NCCCN1CCOCC1	9	12	-15	0.2	-9	0	12	-2	-4
CCN(CC)CCN(C(=O)c1ccc(N2C(=O)CCC2=O)cc1)c1nc2cc3c(cc2s1)OCO3	.	-22	-11	0.5	-1	-14	-12	1	-1
CC1CN(C(=O)c2ccc(COc3ccccc3Cl)o2)CC(C)O1 (stereo not drawn)	1	6	8	2.8	33	-3	7	-2	-2
Nc1ccc(C(=O)Nc2nccs2)cc1	1	17	29	1.9	0	1	-10	0	0
Cn1nc(C(=O)NCC(=O)Nc2ccc(F)c(F)c2F)c2ccccc2c1=O	-6	1	7	2.5	0	41	1	2	-5
CCCCN1C[C@H](Cc2ccccc2)[C@@H](CC(=O)NCc2ccc(OC)cc2)C1=O	-7	5	7	-1.8	15	-18	16	-1	-1
O=C(O)CCc1ccc(-c2ccccc2)n1CC(=O)O	-3	15	5	-0.8	2	13	3	5	-1
O=C(O)C1C2C=CC(C2)C1C(=O)NCCCN1CCOCC1 (stereo not drawn)	7	12	-11	-1.4	-16	-7	4	-1	-2
CC(C)(C)n1ncc2c(=O)n(CC(=O)Nc3ccccc3)cnc21	-8	13	-3	2.6	-7	3	8	1	-3
Cc1ccc(NC(=S)NCc2cccnc2)cc1	-1	18	-1	-2.3	-6	15	1	0	-4
CC(=O)c1cccc(Nc2nc(-c3ccccc3)cs2)c1	5	4	17	5.9	27	-351	19	1	0
COc1cc2cc(CN(CCc3ccccc3C)C(=S)NCCCN(C)C)c(=O)[nH]c2cc1OC	0	12	0	-2.2	-5	55*	-5	-3	-1
CCN(CC)CCCNC(=O)CNC(=O)c1nn(-c2ccc(OC)cc2)c(=O)c2ccccc12	-4	-1	-17	-1.3	5	4	12	-2	-1
CN(C)C(=O)/C(=C/c1ccc(-c2cccc([N+](=O)[O-])c2)o1)NC(=O)c1ccccc1	-13	23	17	2.7	20	28	42	-4	0
Cc1cc([N+](=O)[O-])cc2c1NC(=O)C2(O)N1CCCC(C)C1 (stereo not drawn)	1	9	23	-2.4	16	15	24	-1	-1
Cc1cc(C)c2c(-n3cccc3)c(C(=O)NNS(=O)(=O)c3ccccc3)sc2n1	1	-5	29	-0.8	34	23	34	1	-3
OCC(CO)(CO)NC(=S)Nc1cc(Cl)cc(Cl)c1	-3	27	-5	-2.6	0	22	9	-1	-9
Nc1cc(C(=O)N/N=C/c2cccc([N+](=O)[O-])c2)n[nH]c1=O	-14	2	3	-0.4	-3	6	12	-1	0
CC(=O)N1CCN(c2ccc(NCc3cccc4ccccc34)cc2)CC1	-12	-8	-5	-2.3	-7	-13	6	-3	2
COc1ncccc1-c1nnn(-c2ccc(Cl)c(Cl)c2)n1	-8	6	20	6.1	7	-173	22	3	-3
CC(C)CC(=O)Nc1ccccc1N1CCCC1	2	10	3	0.4	21	2	15	-2	0
CC1CCCN(C(=O)c2cc3c(-c4ccc(Cl)cc4)nn(C)c3s2)C1 (stereo not drawn)	1	-2	15	-0.1	10	13	30	-3	-3
O=C(O)/C=C/C(=O)N1CCN(C(=O)/C=C/C(=O)O)CC1	1	3	3	1.7	-16	2	4	1	-3
COc1ccccc1CC(=O)Nc1ccc2c(c1)CCC2	-3	6	-9	8.3	-1	3	7	-1	0
COC(=O)c1cc(=O)n(Cc2ccc(OC)c(OC)c2)c(=Nc2ccc(F)cc2)s1	7	19	1	22	16	76*	16	12	-4
CCC(=O)N1CCc2cc(S(=O)(=O)N3CCc4ccccc43)ccc21	-3	12	1	0.9	7	-21	-4	0	2
O=C(c1cc(-c2ccc(F)cc2)nc2ccccc12)N1CCC1	-6	11	1	0.3	1	-9	26	-1	-1
CC1CCCC(C)N1/N=C/c1ccccc1F (stereo not drawn)	2	15	0	0.3	-6	-3	4	-1	-2
O=C(CNC(=O)c1ccco1)OCN1C(=O)c2ccccc2C1=O	1	8	-4	-3.2	-3	28	3	-2	-4
COc1cc(C(C)=O)ccc1OCC(O)CN1CCN(c2ccccc2)CC1 (stereo not drawn)	-5	23	-9	-0.5	2	21	9	0	-2
COc1cc(CC(=O)Nc2ccc(N3CCOCC3)cc2)cc(OC)c1OC	-1	-4	11	-0.3	2	-4	-1	1	-2
CCC(CC)C(=O)Nc1nnc(S(=O)(=O)N2CCCCCC2)s1	-5	-5	15	-0.5	10	6	17	-2	-3
CCOc1ccc(/C=C/C(=O)c2ccccc2)cc1	2	13	16	0.3	32	-90	15	-5	-3
COc1cccc(C2=NN(C(=O)CCCC(=O)O)C(c3cccs3)C2)c1 (stereo not drawn)	-10	7	-14	1.7	12	8	7	-1	-2
CCOC(=O)c1cccc(NC(=O)Cn2cnc3c2c(=O)n(C)c(=O)n3C)c1	1	-2	5	-1.2	-1	23	-4	-1	-2
CCOC(=O)/C(=C\c1ccccc1)NC(=O)c1ccccc1	9	-3	22	-0.8	31	10	21	-2	-2
CCCC(=O)Nc1ccc2c(c1)nc(CN1CCN(C(C)=O)CC1)n2C	4	12	0	-3.4	-20	2	-7	-2	-6
COc1ccc(/C=N/NC(=O)c2ccccc2O)cc1CSc1ccccn1	7	-5	-11	0.4	-32	18	-6	-1	-3
CCOC(=O)c1ccc(NC(=S)NCCC2=CCCCC2)cc1	-12	18	23	2.4	8	22	0	-5	-2
COc1ccc(C(=O)NCCCNC(=O)c2cnccn2)cc1Br	1	-5	2	-1.5	-27	-6	-19	-2	-3
CC(C)C(C)NC(=O)CN1C(=O)NC2(CCCCCC2)C1=O (stereo not drawn)	-2	5	-1	3.0	-4	1	2	3	-2
O=C1N(c2ccccc2)C2CS(=O)(=O)CC2N1c1ccc(Br)cc1 (stereo not drawn)	6	-8	-2	-1.4	13	7	-1	-1	-3
CCOCCOc1cccc(C(=O)NC(c2ccccc2)C(C)C)c1 (stereo not drawn)	1	9	7	-2.5	8	16	7	-4	-3
Cc1ccc(S(=O)(=O)Nc2c(C)n(C)n(-c3ccccc3)c2=O)c(C)c1	-1	20	-4	-0.6	-1	9	-2	1	-1
Clc1ccccc1C1=CC(c2ccco2)n2nnnc2N1 (stereo not drawn)	-2	25	15	4.5	22	6	-1	1	1
Cc1nc(SCc2ccccc2)c(C(F)(F)F)c(=O)[nH]1	-2	6	18	1.0	23	-32	12	3	-2
COc1cc(/C=C(\NC(=O)c2ccccc2)C(=O)NC(C(=O)O)c2ccccc2)cc(OC)c1OC (stereo not drawn)	1	15	0	0.4	-12	-2	-5	-4	-5
COc1ccc(CNC(=O)C[C@H]2C(=O)N(Cc3ccccc3)C[C@@H]2Cc2ccccc2)cc1	2	13	14	1.1	24	-1	38	-1	-1

Remaining list, next part.
SMILES	CXCR6 block	APJ antagonist	TIM10 inh	UPR CHOP act	tim10-1 inh	Mdm2 MdmX PPI	tim23-1 inh	UPR XBP1 act	APJ ag
COC(CNC(=O)c1ccc2c(c1)ncn2-c1cc(C)cc(C)c1)OC	1	9	4	-0.3	-2	26	21	-4	-3
CC(C)(CN1CCNCC1)NS(=O)(=O)c1ccc(Cl)cc1	6	-53	10	0.2	-1	61*	-4	1	-3
COc1cccc(OC2OC3COC(C)(C)OC3C(O)C2NC(C)=O)c1 (stereo not drawn)	-6	-25	-10	0.3	-13	1	2	-4	-1
CCc1ccc(NC(=O)c2cnccn2)cc1	-19	-15	8	-3.1	-11	-87	10	-6	0
CN(c1ccccc1)c1nc(N)c([N+](=O)[O-])c(NCCO)n1	6	1	0	2.2	-6	24	7	3	1
CNS(=O)(=O)c1ccc2c(c1)oc(=O)c1cc(S(=O)(=O)NC)ccc12	-3	29	6	-1.3	1	-2	-5	-3	-4
COc1ccc(CCNC(=O)C(C)n2nc(C)c3c(C)n(-c4ccc(C)cc4)nc3c2=O)c(OC)c1 (stereo not drawn)	2	17	-10	1.5	7	22	-3	-6	-1
CC(=O)OC[C@H]1O[C@@H](O/N=C(\C)CCN2CCCCc3nc(C)c(C)cc32)[C@H](OC(C)=O)[C@@H](OC(C)=O)[C@@H]1OC(C)=O	.	22	3	0.4	-7	11	1	-2	-4
O=c1c2ccccc2cnn1Cc1ccc(Br)cc1F	-7	4	-16	1.5	-11	16	5	6	-2
Cc1ccc(NC2=NCC(=O)N2CCc2ccccc2)cc1C	-3	2	-10	0.0	20	-30	-7	-3	1
COc1ccc(C(=O)N/C(=C\c2ccc([N+](=O)[O-])cc2)C(=O)NC(CCSC)C(=O)O)cc1 (stereo not drawn)	15	8	-32	-2.0	-5	0	19	-5	-2
CCOC(=O)C1C(=O)C=C(c2ccc(C)cc2)CC1c1ccccc1 (stereo not drawn)	2	3	20	0.2	11	-16	21	-3	-4
O=C(O)C1CCC(Cn2c(SCc3cc(=O)n4cc(Cl)ccc4n3)nc3ccsc3c2=O)CC1 (stereo not drawn)	0	-9	-2	-0.4	-1	23	8	10	0
CCc1ccccc1N(C(=O)c1snc(C(N)=O)c1N)C(C(=O)NCC1CCCO1)c1ccc(C)o1 (stereo not drawn)	0	-25	1	0.0	33	-1	22	-2	2
CN(CC(=O)NCCCN1CCOCC1)S(=O)(=O)c1ccc(Cl)cc1	0	-1	-7	1.5	-9	16	0	-2	1
Cc1ccc(N/N=C(/Sc2nnnn2-c2ccccc2)C(=O)c2ccccc2)cc1	11	13	22	-0.6	16	21	31	0	-3
COc1ccc(S(=O)(=O)N2CCN(C(=O)CSC(=S)N3CCCC3)CC2)cc1	4	4	4	2.5	21	22	18	-2	-1
